Source: PubChem (several laboratories)
M1AAP inhibition: malaria alanyl aminopeptidase activity blockers – biochemical, fluorogenic H-Leu-NHMec substrate, 1536-well (AID 1445). inhibition, % at 30 µM, or IC50 in µM where a hit was titrated. actives 0.42% (n = 220,000). recombinant M1AAP, H-Leu-NHMec fluorogenic kinetic assay; higher % means a stronger effect;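 active means primary inhibition above the hit cutoff, then over 50% inhibition at one or more dose response concentrations, cut at about 23% in these data, passing the limit was not always enough; inconclusive means conflicting primary data, or primary hits not chosen for dose response; inactive means low primary inhibition, or under 50% at every dose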;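 further: plate controls were DMSO full reaction for no effect and no enzyme background for full effect; strong numbers were not always called active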
Myeloid diff MLP: myeloid differentiation induction; ER-HoxA9 myeloid progenitors, lysozyme-GFP differentiation, flow cytometry; calls only at 10 µM; actives 1% (n = 360,000); AID 624256;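 active means normalized GFP-positive differentiation at or above the plate's own cutoff, the solvent-only control mean plus 3 SD; inconclusive means no clear call, values can overlap the other calls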;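 further: cells exposed to compound for four days before flow analysis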
CSM14.1 death rescue: protection against thapsigargin-triggered cell killing – 384-well, CSM14.1, ATP luminescence, primary screen (AID 1222); cellular ATP content (survival), % at 20 µM, or EC50 in µM where a hit was titrated; 190,000 tested, under 10 active; CSM14.1 thapsigargin-induced death rescue, ATP luminescence; higher % means a stronger effect;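 active means EC50 below 50 µM in the dose-response confirmation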;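 further: death triggered by thapsigargin at about 15 µM added after 2 h compound pretreatment; cell ATP read after overnight thapsigargin exposure of roughly 18 to 22 hours; normalized against plate controls of thapsigargin alone and 5% DMSO vehicle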
human PMI inhibition: inhibitors of human PMI, primary screen, biochemical, fluorescence intensity, coupled assay (AID 1209) | purified PMI enzyme, coupled fluorescence intensity; higher % means a stronger effect | inhibition, % at 20 µM, or IC50 in µM where a hit was titrated | actives 0.42% (n = 190,000);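 further: plate controls were DMSO vehicle for no effect and wells lacking substrate for full effect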
UTI89 phage lysis: inhibition of K1F phage lysis, E. coli UTI89, bacterial capsule biogenesis inhibitors, alamar blue (AID 488966); E. coli UTI89 K1F phage lysis, alamar blue, 2 h; higher % means a stronger effect; inhibition, % at 100 µM; hits with a dose series show IC50 in µM; actives 0.02% (n = 340,000);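 active means phage lysis inhibition, versus mean bacterial control, above a set limit; inconclusive means no clear call, values can overlap the other calls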;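 further: capsule biogenesis inhibitors block K1F phage lysis so surviving cells raise fluorescence; higher fluorescence means more inhibition of phage lysis; actives were called in the ten point dose series up to 300 µM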
WT yeast gro inh: growth inhibition of WT yeast, mitochondrial fusion screen; actives 2.1% (n = 190,000); inhibition, % at 10 µM; mitochondrial fusion phenotypic screen, WT strain; in the data active means inhibition above about 58%; tested in S. cerevisiae
TNAP activation fold: human TNAP enzyme activators, primary screen, biochemical, luminescent, no phosphate acceptor, uHTS (AID 1001) | purified TNAP, luminescent activation assay, no phosphate acceptor; higher activation fold means a stronger effect | activation fold at 20 µM, or EC50 in µM where a hit was titrated | actives 0.03% (n = 200,000); in the data active means activation fold from about 3, or a potency from the dose series; inactive means the rest, 99 in 100 with activation fold below about 1.6; further: many of its hits are not listed in these tables
PMI inhibition: human PMI inhibitors, high substrate, primary screen, biochemical, fluorescence intensity, high mannose 6-phosphate (AID 1220); recombinant PMI enzyme, coupled fluorescence intensity; higher % means a stronger effect; one-dose inhibition, % at 20 µM; IC50 in µM for titrated hits; actives 0.66% (n = 190,000)
Lipid droplet: modulators of hepatic lipid droplet formation; inhibition, % at 6.5 µM; AML12 mouse hepatocytes, oleate lipid droplets, BODIPY imaging; actives 0.4% (n = 240,000);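 active means lipid droplet intensity inhibited by at least 50%, with more than 500 cells counted; inconclusive means wells with under 300 cells, treated as cytotoxic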
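Material: mouse AML12 hepatocyte cell line, fixed after treatment; Timing: compound with oleate, overnight; Technique: high-content imaging of BODIPY-stained droplets and DAPI nuclei; Probe or stimulus: oleate, 100 µM final; Dosing: compound at 6.5 µM only.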
WT yeast gro inh mutant strain: second read-out of WT yeast gro inh, no call of its own (marks repeat the call); inhibition, %; mitochondrial fusion phenotypic screen, mutant strain inhibition
Lipid droplet cells 6.5 µM: also measured in Lipid droplet; calls as there; cell count; measured here: cell count, cytotoxicity flag;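 cells counted across two imaged fields per well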
Myeloid diff MLP GFP+ MAC1+ %: further read-out of Myeloid diff MLP, marked with its call; GFP+ MAC1+ double positive, %; measured here: differentiation confirmed by MAC1 staining
Active calls of the source: *; [ ] = dose if it differs, or a comment. Unless noted, no stated cut-off is given here; in the data, active means inhibition above about 50%; inactive means the rest. This is a random part of the collection. Share with any hit: about 4.6%.

Screening Cc1ccc(C(=O)Cn2cnc3ccccc3c2=O)cc1 returned M1AAP inhibition 1%, Myeloid diff MLP inactive, CSM14.1 death rescue -0.8%, human PMI inhibition 0%, UTI89 phage lysis -0.3%, WT yeast gro inh -15, TNAP activation fold 1.1, PMI inhibition -4%, Lipid droplet 25, WT yeast gro inh mutant strain -11, Lipid droplet cells 6.5 µM 720 and Myeloid diff MLP GFP+ MAC1+ % 0.2.
Screening O=C(c1ccccc1)c1ccc(O)cc1O returned M1AAP inhibition 2%, Myeloid diff MLP inactive, CSM14.1 death rescue -2.9%, human PMI inhibition -19%, UTI89 phage lysis 0.2%, WT yeast gro inh 4, TNAP activation fold 1.1, PMI inhibition -5%, Lipid droplet 4, WT yeast gro inh mutant strain 15, Lipid droplet cells 6.5 µM 675 and Myeloid diff MLP GFP+ MAC1+ % 0.5.
CC1CC(NC(=O)/C=C/C(=O)O)CC(C)(C)C1 (stereo unspecified) was read as M1AAP inhibition 2%, Myeloid diff MLP inactive, UTI89 phage lysis 0.5%, Lipid droplet -3, Lipid droplet cells 6.5 µM 745 and Myeloid diff MLP GFP+ MAC1+ % 0.6.
`CCCCCC(=O)N/N=C/c1cccs1` gave M1AAP inhibition 11%, Myeloid diff MLP inactive, CSM14.1 death rescue -0.4%, human PMI inhibition -2%, UTI89 phage lysis -3.2%, WT yeast gro inh -22, TNAP activation fold 1.1, PMI inhibition -2%, WT yeast gro inh mutant strain -64 and Myeloid diff MLP GFP+ MAC1+ % 2.5.
Screening Cn1c(=O)n(CCc2ccccc2)c(=O)c2c1nc1n2CCCN1CCc1ccccc1 returned M1AAP inhibition 1%, Myeloid diff MLP inactive, CSM14.1 death rescue -0.1%, human PMI inhibition 20%, UTI89 phage lysis 0.4%[50 µM], WT yeast gro inh 67*, TNAP activation fold 1, PMI inhibition 21%, Lipid droplet -19, WT yeast gro inh mutant strain 17*, Lipid droplet cells 6.5 µM 729 and Myeloid diff MLP GFP+ MAC1+ % 0.0.
Screening CN(C)NC(=S)Nc1cccc(Cl)c1 returned M1AAP inhibition 3%, Myeloid diff MLP inactive, UTI89 phage lysis 0.2%, Lipid droplet -9, Lipid droplet cells 6.5 µM 660 and Myeloid diff MLP GFP+ MAC1+ % 0.6.
`NC(=O)c1cc(NC(=O)c2cc(Br)c(Br)s2)cc(C(N)=O)c1` gave M1AAP inhibition 15%, Myeloid diff MLP inactive, CSM14.1 death rescue -1.2%, human PMI inhibition -5%, UTI89 phage lysis 0.2%, WT yeast gro inh -22, TNAP activation fold 1, PMI inhibition -8%, Lipid droplet -12, WT yeast gro inh mutant strain 1, Lipid droplet cells 6.5 µM 724 and Myeloid diff MLP GFP+ MAC1+ % 0.3.
`CCC(c1nnnn1C1CCCC1)N(Cc1cccs1)Cc1cc2cccc(C)c2[nH]c1=O` (stereo unspecified) gave M1AAP inhibition 0%, Myeloid diff MLP inactive, CSM14.1 death rescue 2.2%, human PMI inhibition 9%, UTI89 phage lysis 0.1%, WT yeast gro inh 26, TNAP activation fold 1.1, PMI inhibition 13%, WT yeast gro inh mutant strain -4 and Myeloid diff MLP GFP+ MAC1+ % 0.3.
For COc1ccc(/C=N/n2c(SC)nnc2-c2ccccc2)c(OC)c1OC the results were M1AAP inhibition 5%, Myeloid diff MLP inconclusive, CSM14.1 death rescue 2.8%, human PMI inhibition 5%, UTI89 phage lysis 0.4%, WT yeast gro inh 17, TNAP activation fold 1, PMI inhibition 1% and WT yeast gro inh mutant strain 15.
`COc1cc2c(cc1OC)CN(C(=O)c1ccc3nc[nH]c3c1)CC2` gave M1AAP inhibition 2%, Myeloid diff MLP inactive, human PMI inhibition -9%, UTI89 phage lysis -0.1%, WT yeast gro inh 6, TNAP activation fold 1.5, PMI inhibition -2%, Lipid droplet -2, WT yeast gro inh mutant strain 11, Lipid droplet cells 6.5 µM 677 and Myeloid diff MLP GFP+ MAC1+ % 1.1.
For O=C(CCCn1c(SCC(=O)c2ccc(Cl)cc2)nc2ccccc2c1=O)NCc1ccco1 the results were M1AAP inhibition -1%, Myeloid diff MLP inactive, CSM14.1 death rescue -1.8%, human PMI inhibition -5%, UTI89 phage lysis 0.3%, WT yeast gro inh -9, TNAP activation fold 0.9, PMI inhibition -5%, WT yeast gro inh mutant strain -1 and Myeloid diff MLP GFP+ MAC1+ % 1.1.
`O=C(CSC1=N/C(=C/c2ccco2)C(=O)N1c1ccc(OC(F)F)cc1)NC1CCS(=O)(=O)C1` (stereo unspecified) gave M1AAP inhibition 6%, Myeloid diff MLP inactive, CSM14.1 death rescue 0.8%, human PMI inhibition 6%, UTI89 phage lysis 0.9%, WT yeast gro inh -7, TNAP activation fold 1.2, PMI inhibition 21%, Lipid droplet 4, WT yeast gro inh mutant strain 9, Lipid droplet cells 6.5 µM 598 and Myeloid diff MLP GFP+ MAC1+ % 0.0.
`CCN(CC)c1ccc(/C=N/NC(=O)C(O)(c2ccccc2)c2ccccc2)o1` gave M1AAP inhibition 12%, CSM14.1 death rescue -2.5%, human PMI inhibition 3%, WT yeast gro inh -11, TNAP activation fold 1, PMI inhibition 7%, Lipid droplet -6, WT yeast gro inh mutant strain 1 and Lipid droplet cells 6.5 µM 656.
For Cc1sc2nc(C(C)C)nc(SCC(=O)N3c4ccccc4CC3C)c2c1C (stereo unspecified) the results were M1AAP inhibition 3%, Myeloid diff MLP inactive, CSM14.1 death rescue 2.9%, human PMI inhibition 12%, UTI89 phage lysis -2.3%, WT yeast gro inh 26, TNAP activation fold 1.1, PMI inhibition 5%, Lipid droplet -25, WT yeast gro inh mutant strain 6, Lipid droplet cells 6.5 µM 561 and Myeloid diff MLP GFP+ MAC1+ % 0.3.
CCOc1ccccc1CN1CCN(S(=O)(=O)CC)CC1 was read as M1AAP inhibition -4%, Myeloid diff MLP inactive, CSM14.1 death rescue -2.5%, human PMI inhibition 4%, UTI89 phage lysis -0.1%[50 µM], WT yeast gro inh 13, TNAP activation fold 0.9, PMI inhibition 1%, WT yeast gro inh mutant strain 14 and Myeloid diff MLP GFP+ MAC1+ % 1.1.
COc1cc(/C=N/Nc2ccc(C(=O)O)cc2)ccc1O was read as M1AAP inhibition 12%, Myeloid diff MLP inactive, CSM14.1 death rescue -16%, human PMI inhibition -20%, UTI89 phage lysis 1.6%, WT yeast gro inh 14, TNAP activation fold 1.1, PMI inhibition 0%, Lipid droplet 6, WT yeast gro inh mutant strain 16, Lipid droplet cells 6.5 µM 714 and Myeloid diff MLP GFP+ MAC1+ % 0.6.
Screening CC(C)C(=O)Nc1ccc(C(=O)N/N=C/c2cc(Br)cc(Br)c2O)cc1 returned M1AAP inhibition 12%, Myeloid diff MLP inactive, CSM14.1 death rescue -2.2%, human PMI inhibition -21%, UTI89 phage lysis 0.2%, WT yeast gro inh -8, TNAP activation fold 1.1, PMI inhibition -23%, Lipid droplet 17, WT yeast gro inh mutant strain -6, Lipid droplet cells 6.5 µM 721 and Myeloid diff MLP GFP+ MAC1+ % 0.5.
Screening CC(C)NC(=O)CSc1nnc(C2CC2)n1-c1ccccc1 returned M1AAP inhibition 0%, Myeloid diff MLP inactive, CSM14.1 death rescue -2.3%, human PMI inhibition -6%, UTI89 phage lysis -0.1%, WT yeast gro inh 11, TNAP activation fold 1, PMI inhibition -1%, WT yeast gro inh mutant strain 0 and Myeloid diff MLP GFP+ MAC1+ % 0.7.
Cc1cc(C(=O)COC(=O)c2csc3c2CCCC3)c(C)n1C was read as M1AAP inhibition 1%, Myeloid diff MLP inactive, CSM14.1 death rescue -0.5%, human PMI inhibition 0%, UTI89 phage lysis 1.7%, WT yeast gro inh -3, TNAP activation fold 1.1, PMI inhibition 0%, WT yeast gro inh mutant strain 2 and Myeloid diff MLP GFP+ MAC1+ % 4.2.
Cc1ccc(-c2cc(C(F)F)nc(NCc3cccs3)n2)cc1 was read as M1AAP inhibition 5%, Myeloid diff MLP inactive, CSM14.1 death rescue -1.6%, human PMI inhibition 13%, UTI89 phage lysis 0.8%[50 µM], WT yeast gro inh -20, TNAP activation fold 1, PMI inhibition 7%, Lipid droplet -4, WT yeast gro inh mutant strain -11, Lipid droplet cells 6.5 µM 659 and Myeloid diff MLP GFP+ MAC1+ % 0.7.
For COc1ccc(CCC(=O)Nc2ccc(-c3noc(-c4ccc(OC)c(OC)c4)n3)cc2)cc1 the results were M1AAP inhibition 9%, Myeloid diff MLP inactive, CSM14.1 death rescue -1.4%, human PMI inhibition -2%, UTI89 phage lysis 0.4%, WT yeast gro inh 2, TNAP activation fold 1.1, PMI inhibition -7%, Lipid droplet 2, WT yeast gro inh mutant strain 7, Lipid droplet cells 6.5 µM 729 and Myeloid diff MLP GFP+ MAC1+ % 1.0.
C[C@H](N)c1nnc(SCC(=O)c2ccc(Cl)cc2)o1 was read as M1AAP inhibition 0%, Myeloid diff MLP inactive, CSM14.1 death rescue -0.6%, human PMI inhibition 12%, UTI89 phage lysis 6.4%, WT yeast gro inh 2, TNAP activation fold 1, PMI inhibition 13%, Lipid droplet -7, WT yeast gro inh mutant strain 7, Lipid droplet cells 6.5 µM 724 and Myeloid diff MLP GFP+ MAC1+ % 0.7.
For COc1ccc(S(=O)(=O)CCC(=O)N2CCN(c3ccccc3F)CC2)cc1 the results were M1AAP inhibition 4%, Myeloid diff MLP inactive, CSM14.1 death rescue -6.1%, human PMI inhibition -6%, UTI89 phage lysis -0.2%, WT yeast gro inh -8, TNAP activation fold 1, PMI inhibition -1%, Lipid droplet -2, WT yeast gro inh mutant strain -1, Lipid droplet cells 6.5 µM 738 and Myeloid diff MLP GFP+ MAC1+ % 0.1.
CCc1ccc(OC(C)c2nnc(SCC(=O)Nc3ncccc3C)n2C)cc1 (stereo unspecified) was read as M1AAP inhibition 18%, Myeloid diff MLP inactive, CSM14.1 death rescue -0.2%, human PMI inhibition 12%, UTI89 phage lysis 1.4%, WT yeast gro inh 3, TNAP activation fold 1.1, PMI inhibition 3%, Lipid droplet -5, WT yeast gro inh mutant strain -31, Lipid droplet cells 6.5 µM 643 and Myeloid diff MLP GFP+ MAC1+ % 1.0.
